# High-throughput results as filed in PubChem.
# TNAP act mid DEA: activates human TNAP at intermediate phosphate acceptor concentration | purified TNAP, CDP-star luminescence, 100 mM DEA, 30 min; stronger effect = higher value; scale: 0 levamisole-inhibited, 1 vehicle-only enzyme | activation factor at 20 µM | 64,000 tested, under 10 active;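 active means activation factor of at least 2 at 20 µM, relative to controls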
# Target sequence (P05186 whole entry, looked up): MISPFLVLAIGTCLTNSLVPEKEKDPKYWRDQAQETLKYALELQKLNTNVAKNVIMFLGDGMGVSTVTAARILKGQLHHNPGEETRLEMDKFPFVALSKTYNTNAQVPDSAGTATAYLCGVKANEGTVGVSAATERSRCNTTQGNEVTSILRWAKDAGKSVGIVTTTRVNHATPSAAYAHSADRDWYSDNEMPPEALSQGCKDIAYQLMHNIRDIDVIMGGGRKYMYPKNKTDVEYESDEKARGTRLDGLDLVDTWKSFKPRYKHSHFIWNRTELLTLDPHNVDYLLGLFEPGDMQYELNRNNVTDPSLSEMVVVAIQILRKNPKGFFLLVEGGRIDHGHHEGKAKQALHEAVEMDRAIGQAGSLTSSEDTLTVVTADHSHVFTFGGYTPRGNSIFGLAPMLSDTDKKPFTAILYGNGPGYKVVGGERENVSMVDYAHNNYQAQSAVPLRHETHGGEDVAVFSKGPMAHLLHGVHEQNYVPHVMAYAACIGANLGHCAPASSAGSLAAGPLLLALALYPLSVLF
# HER2 expr 66K: lowers expression of human Her2 kinase | SKBR-3 HER2 protein level, AlphaScreen, 18-24 h; stronger effect = lower value | P04626 | HER2 level % of control, % at 10 µM | 0.69% of 65,000 active;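 active means HER2 level under 5% of the carrier-only control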;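 further: 100% = DMSO carrier and 0% = 500 nM PU-H71 HSP90 inhibitor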
# SF1 activator: SF-1 (human) activation | Q13285 | CHO-K1 Gal4-SF-1 LBD luciferase reporter; % increase over DMSO SF-1-specific signal | activation, % at 10 µM | 1.9% of 65,000 active | AID 522;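 active means activation above the mean activation of all tested compounds plus 3 SD, cut at about 50% in these data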
#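 System: CHO-K1 cells with Gal4–hSF-1 LBD chimera plus Gal4-driven luciferase; quantity: 4,000 CHO-K1 cells per well; compound: one dose, 10 µM compound, 1% DMSO; times: 20 h compound treatment, 37 °C; measured by: SteadyLite luciferase luminescence; read-out: percent activation versus DMSO; benchmarks: DMSO and mock-transfected background; replicates: one test per compound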
# RORa activator: activates the human nuclear receptor RORA. P35398. CHO-K1 Gal4-RORA LBD luciferase reporter, luminescence; percent increase over mock-subtracted basal signal. activation, % at 10 µM. 1.5% of 65,000 active;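 active means activation above the mean of all tested compounds plus 3 SD, cut at about 49% in these data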;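 further: 0% = DMSO-treated RORA cells and 100% = added signal equal to DMSO minus mock-transfected cells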
# D1 mod: allosterically modulates the human D1 dopamine receptor; P21728; HEK293 D1, CRE-luciferase, dopamine EC30 potentiation; actives deviate in either direction; B-score at 10 µM; 5.9% of 58,000 active; AID 641;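 active means luminescence count or its row- and column-corrected plate score outside the 99.7% band of the plate's sample wells, on either side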
# Hsp90 inh: displaces geldanamycin probe from tumor Hsp90; P07900; NCI-N417 lysate Hsp90, Cy3B-geldanamycin FP displacement; inhibition, % at 30 µM; 0.35% of 64,000 active; AID 429;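 active means inhibition above 50%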;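 further: 0% = tracer plus lysate wells and 100% = tracer alone without lysate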
# FXIIa inh mix: blocks human factor XIIa in pooled compound mixtures | P00748 | purified FXIIa, fluorogenic substrate | inhibition, % at 5 µM | 0.2% of 62,000 active; in the data active means inhibition above about 20%, passing the limit was not always enough;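 further: 0% = enzyme without compound and 100% = no enzyme blank; some results filed as inactive read as strong as hits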
# Cdc25B inh: inhibitors of human Cdc25B phosphatase | P30305 | recombinant Cdc25B, OMFP fluorescence Ex485/Em525 | inhibition, %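 (compounds tested at 10 µM final in the well)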 | 0.1% of 65,000 active; in the data active means inhibition above about 50%
# DUSP1 inh: human dual specificity phosphatase 1 inhibition; P28562; recombinant MKP-1, OMFP hydrolysis fluorescence; inhibition, %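 (compounds tested at a single concentration somewhere between 10 and 100 µM)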; 0.15% of 65,000 active;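 active means inhibition above about 50%, limit read from the data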;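 further: 0% = DMSO max control wells and 100% = wells with enzyme stopped by NaOH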
# Target sequence (P28562 whole entry, looked up): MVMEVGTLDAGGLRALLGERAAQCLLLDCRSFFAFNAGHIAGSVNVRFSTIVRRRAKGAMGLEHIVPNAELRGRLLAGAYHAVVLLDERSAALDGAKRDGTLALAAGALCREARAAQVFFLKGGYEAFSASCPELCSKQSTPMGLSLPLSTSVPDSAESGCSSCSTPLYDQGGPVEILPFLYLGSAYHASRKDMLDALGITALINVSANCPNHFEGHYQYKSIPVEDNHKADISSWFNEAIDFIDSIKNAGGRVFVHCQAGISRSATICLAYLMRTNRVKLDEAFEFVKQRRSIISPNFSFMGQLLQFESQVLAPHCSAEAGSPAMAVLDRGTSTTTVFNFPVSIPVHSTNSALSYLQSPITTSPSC
# The depositor's hits bear a star; x = not tested or not shown.
SMILES,TNAP act mid DEA,HER2 expr 66K,SF1 activator,RORa activator,D1 mod,Hsp90 inh,FXIIa inh mix,Cdc25B inh,DUSP1 inh
COc1cc(C(=O)OCC(=O)Nc2cc(C)on2)ccc1OCc1ccccc1Cl,1,98,29,33,0.58,-2,-3,4,13
CCOc1ccccc1NC(=O)CSc1nnc(-c2ccco2)o1,0.9,62,23,-2,-1.2,1,-18,-18,3
O=C1CCc2cc(S(=O)(=O)N3CCCC3C(=O)N3CCN(c4ccccc4)CC3)ccc2N1 (configuration not stated),1,138,6,-11,x,-3,2,-4,4
O=C(O)CCCCCNC(=O)CCn1cnc2ccccc2c1=O,1,83,-10,10,0.63,-4,-15,-15,12
COc1ccc(NC(=O)CSc2nnc(Cc3cccn3C)n2-c2ccc(C)cc2)cc1OC,1,65,7,-6,-1.5,0,3,-22,28
CC(=O)N1CCN(CCN(CC2C(C)C=C(C)CC2C)C(C)=O)CC1 (configuration not stated),0.9,132,-10,15,-0.36,-6,-18,-5,-3
O=C(c1ccco1)c1nnn(Cc2ccccc2)c1-c1ccccc1,0.9,82,-8,2,-0.41,0,-16,-7,-2
CC1CN(C(=O)N(C)C)CCN1C(=O)N(C)C (configuration not stated),1,112,-14,-13,-0.12,-2,-4,3,6
O=C(Nc1cc(=O)c2ccccc2o1)N1CCCCC1,0.9,102,13,5,-0.017,x,-11,-9,8
CC1Cc2ccccc2N1C(=O)CSc1nnc(CNc2ccccc2)o1 (configuration not stated),0.9,77,-16,16,-0.12,-2,3,-7,28
CCOC(=O)c1cnc(SC)nc1Nc1cccc(F)c1,1,47,-1,2,2.5,-3,3,-4,-2
CCn1nccc1C(=O)Nc1nccs1,0.8,41,-12,-8,1.2,-4,2,-5,-1
O=c1cc(CN2CCN(C/C=C/c3ccccc3)CC2)c2cc(O)ccc2o1,0.9,58,2,-4,-1.3,-10,-6,-4,-5
CCOC(=O)CSc1nc2ccccc2c(=O)n1CCCCCC(=O)NCc1ccco1,1.1,90,-1,-7,-0.53,-3,11,-9,29
COc1ccc(Cn2c(SCC(=O)NCc3ccco3)nc3ccsc3c2=O)cc1,0.9,61,-18,3,1.9,-2,-14,-8,28
COc1ccc(Nc2cccccc2=O)cc1,0.8,96,x,x,0.05,x,4,-9,8
CCOC(=O)CSc1nncc2ccc(OC)c(OC)c12,1,115,-16,-21,0.28,-5,-16,2,-4
CCCSc1nnc(Cc2cc(=O)[nH]c(=O)[nH]2)n1-c1cc(C)ccc1C,1,91,-15,-25,x,-1,7,22,11
CCOc1ccc(CCNc2cc(C)nc3ncnn23)cc1OCC,1,79,-2,-20,0.47,-3,25,-16,0
Cc1cccc2cc(C(c3nnnn3CC3CCCO3)N3CCOCC3)c(=O)[nH]c12 (configuration not stated),0.9,93,-5,-2,2.1,-5,-4,3,15
Oc1oc(-c2ccco2)nc1C=Nc1cccc(Cl)c1,0.9,105,-4,-16,x,-2,x,-30,-11
COc1ccccc1-n1cnc2cc(NS(=O)(=O)c3ccccc3)ccc21,0.8,156,35,20,x,-2,0,2,-8
CCCCOC(=O)Nc1nccs1,0.9,91,8,-3,0.2,-2,1,-12,-10
CCCCn1c(SCC(=O)N2CCC(C)CC2)nc2cc(S(N)(=O)=O)ccc21,0.8,73,-1,-1,-0.42,-2,4,-2,0
O=C1C2CC=C(Cl)CC2C(=O)N1CCc1c[nH]c2ccccc12 (configuration not stated),0.9,92,x,x,1.2,x,-13,1,6
O=C(OCCN1CCCC1)C1(c2ccccc2)CCCC1,0.9,93,0,7,-0.065,-6,5,5,18
Cc1ccc(N2CCCCn3c2nc2c3c(=O)n(CC(=O)O)c(=O)n2C)cc1,0.9,112,14,-8,0.47,-4,5,-8,-29
CCOC(=O)c1c(C)c(C(=O)N2CCN(C(=O)c3ccco3)CC2)c(C)n1C,1,127,1,-5,x,0,-14,-2,8
CC(C)CNC(=O)c1cccc(C(=O)NCC(C)C)c1,1,95,-8,-14,0.46,-2,21,-6,10
Cc1ccc(-n2nnc3c(SCC(=O)N4CCN(c5ccccc5)CC4)ncnc32)cc1,0.9,81,-3,3,x,-1,3,7,8
Nc1cc(=O)[nH]c(SCC(=O)NCC2CCCO2)n1 (configuration not stated),1,96,-9,-2,-0.25,-4,0,-4,-12
c1ccc(N2CCN(c3cnccn3)CC2)nc1,1,93,-3,-6,x,x,1,-12,-1
C=CCn1c(SCCC#N)nnc1-c1ccncc1,0.9,x,-8,-4,0.12,x,3,-3,-4
COc1ccc(C2SCC(=O)N2c2c(C)n(C)n(-c3ccccc3)c2=O)c(OC)c1 (configuration not stated),1,111,-3,18,0.0053,-2,10,-1,-23
Cc1ccc2[nH]c(-c3ccccc3)c(CN3CCN(C)CC3)c(=O)c2c1,1,229,x,x,-0.37,x,2,-18,-2
N#CCCN(C(=O)COC(=O)c1ccc2c(c1)NC(=O)CS2)c1ccc2c(c1)OCCO2,0.9,95,2,-3,0.29,-3,6,0,1

# Part of the list above, with bars between the fields:
mol | TNAP act mid DEA | HER2 expr 66K | SF1 activator | RORa activator | D1 mod | Hsp90 inh | FXIIa inh mix | Cdc25B inh | DUSP1 inh
CC1Cc2ccccc2N1C(=O)CSc1nnc(CNc2ccccc2)o1 (configuration not stated) | 0.9 | 77 | -16 | 16 | -0.12 | -2 | 3 | -7 | 28
O=C(O)CCCCCNC(=O)CCn1cnc2ccccc2c1=O | 1 | 83 | -10 | 10 | 0.63 | -4 | -15 | -15 | 12
Oc1oc(-c2ccco2)nc1C=Nc1cccc(Cl)c1 | 0.9 | 105 | -4 | -16 | x | -2 | x | -30 | -11
CCOc1ccc(CCNc2cc(C)nc3ncnn23)cc1OCC | 1 | 79 | -2 | -20 | 0.47 | -3 | 25 | -16 | 0
O=c1cc(CN2CCN(C/C=C/c3ccccc3)CC2)c2cc(O)ccc2o1 | 0.9 | 58 | 2 | -4 | -1.3 | -10 | -6 | -4 | -5
Cc1cccc2cc(C(c3nnnn3CC3CCCO3)N3CCOCC3)c(=O)[nH]c12 (configuration not stated) | 0.9 | 93 | -5 | -2 | 2.1 | -5 | -4 | 3 | 15

# Next entries.
SMILES,TNAP act mid DEA,HER2 expr 66K,SF1 activator,RORa activator,D1 mod,Hsp90 inh,FXIIa inh mix,Cdc25B inh,DUSP1 inh
CCCCNC(=O)CS(=O)Cc1nc(-c2cccc(C)c2)oc1C (configuration not stated),1,104,30,1,0.076,-4,6,15,-8
CCC1Oc2ccccc2N(CC(=O)Nc2ccc(OC)cc2OC)C1=O (configuration not stated),0.9,111,-1,-8,0.098,6,1,-6,6
COc1ccc(Cl)cc1C(=O)NCC(C)C,0.9,81,-13,-19,-0.33,8,5,-5,2
CCN1C(=S)SC(=O)C1=C1C=C(C)N(CCOC)C(C)=C1,0.8,104,-6,24,-4*,x,10,-12,14
O=C(c1ccccc1)N1CCN(CC(O)COCC2CC=CCC2)CC1 (configuration not stated),1,85,17,-13,-0.86,1,2,-10,31
Cc1cc(C(=O)NCc2ccccc2Br)no1,1,109,19,-8,0.059,-9,13,-3,0
COc1ccccc1NC(=O)CSc1nnnn1Cc1ccccc1,0.9,85,15,7,1.1,1,-23,-1,-7
O=C(NCCCc1ccccc1)c1ccc(Br)o1,0.9,79,23,-1,-0.33,-13,9,0,-5
Cc1cc(C)n(C/C=C/Cn2nc(C)cc2C)n1,0.9,88,-10,1,-0.15,-2,0,-1,10
O=C(O)Cn1nc(-c2ccccc2)c2ccccc2c1=O,1,116,-2,-8,0.096,1,1,-10,19
O=C(CSc1nnc(-c2ccco2)n1-c1ccccc1)N1CCOCC1,1,114,16,-12,-0.67,0,-12,-8,14
CCOC(=O)c1nc(N)c(C(=O)OCC)[nH]1,0.9,110,5,6,x,2,x,-4,16
CCOC(=O)N1CCN(CC(=O)Nc2cc3c(cc2C(C)=O)OCO3)CC1,0.9,106,2,7,-1,-2,2,1,14
O=C(Nc1ccc2c(c1)CCC2)c1cnccn1,0.9,115,55*,17,-1.2,-28,14,6,6
O=C(Nn1cnnc1)c1ccncc1,1,75,10,-20,-0.034,-2,-1,-10,-7
O=C(N1CCOCC1)N1CCC(NC(=O)C23CC4CC(CC(C4)C2)C3)CC1,1,113,-12,5,0.92,-2,-14,-10,-6
COC(=O)Nc1ccc(OC)c(OC)c1,0.9,82,18,-3,0.82,3,-3,-14,-9
CCC(C)(C)n1nnnc1C(c1ccccc1F)N1CCC(C(N)=O)CC1 (configuration not stated),0.9,95,-16,-3,-0.67,-2,3,-5,-23
COC(=O)c1cc(=O)n(Cc2ccco2)c(=Nc2ccc(F)c(Cl)c2)s1,0.9,20,-38,-4,7.4*,-2,6,-11,15
Cc1ccccc1-n1c(-c2ccncc2)n[nH]c1=S,0.9,61,10,-13,0.091,-3,2,-11,-15
COc1ccccc1Oc1c(C)oc2c(CN3CCN(CCO)CC3)c(O)ccc2c1=O,0.9,107,-5,-6,x,0,-1,-1,17
Oc1ccc2nc(Cc3ccccc3)[nH]c2c1,0.9,88,-14,2,0.74,4,14,0,-8
CCOC(=O)C1C(=O)NCC2CCCC21 (configuration not stated),1,104,3,-4,-0.49,0,0,9,-10
COC(=O)c1ccc(NC(=O)CSc2nnc(CNc3ccc(OC)cc3)n2C)cc1,0.9,85,10,-7,0.59,7,-1,-15,5
O=C(NCC1COc2ccccc2O1)C1CCCN(S(=O)(=O)c2cnc[nH]2)C1 (configuration not stated),0.8,98,8,21,0.068,-2,-6,-12,-6
CC1(C)CC(=O)C(C(c2ccco2)C2C(=O)CC(C)(C)CC2=O)C(=O)C1,1,88,4,2,-1.4,-1,3,-7,4
O=C(CN(c1ccccc1)S(=O)(=O)c1ccccc1)N1CCN(Cc2ccc3c(c2)OCO3)CC1,0.9,144,-7,14,-0.45,-1,15,-17,5
CCOc1ccc(OCc2ccc(C(=O)Nc3ccc(Cl)cn3)o2)cc1,0.9,89,11,16,-0.75,-1,6,-9,-1
O=C(O)c1cccc(S(=O)(=O)NCc2cccs2)c1,0.9,106,-7,-7,-0.096,1,11,-7,-19
Cc1cc(NC(=O)CSc2nc3ccccc3[nH]2)no1,0.7,86,-18,-12,0.55,-20,-1,0,-3
Cc1ccccc1CSCC(=O)NC(=O)NC(C)(C)C,0.9,99,-7,8,0.48,0,2,-5,-15
Cc1ccc(Cn2ccc(NC(=O)c3c(-c4ccccc4Cl)noc3C)n2)cc1,0.9,78,-7,2,0.65,-4,6,-10,13
CCCS(=O)(=O)NCc1cn2c(C)csc2n1,1,102,29,28,-0.76,-7,3,3,7
CCc1nnc(NC(=O)CSc2nnc(COc3ccccc3)n2Cc2ccccc2)s1,0.9,121,-1,-28,0.21,2,3,4,21
Cn1nnc(NC(=O)c2ccco2)n1,0.9,53,23,-1,0.21,-3,0,-2,-4
O=C(CSc1nc2c(c(=O)n1-c1ccc(Cl)cc1)SCC2)Nc1ccc2c(c1)OCCO2,0.9,79,-8,2,0.09,-4,7,-5,17
COc1ccc(OC)c(C2C(C(=O)Nc3ccccc3OC)=C(C)Nc3nc(CCCO)nn32)c1 (configuration not stated),0.9,108,1,10,-0.019,-1,1,-2,9
CC(C)(C)NC[C@H](O)COc1nsnc1N1CCOCC1,0.9,87,-9,-11,0.53,1,4,1,-12
CC1Cc2ccccc2N1C(=O)CCS(=O)(=O)c1cccs1 (configuration not stated),1,284,-9,5,1.6,x,1,-13,5
O=C1NCC(COCC2CC=CCC2)O1 (configuration not stated),0.9,113,-6,-2,x,-4,x,-2,-5
COC(=O)C1C(=O)N2CCCSC2=C(C#N)C1c1cccs1 (configuration not stated),0.9,74,6,-15,0.72,0,-3,-19,-6
COc1ccc(C2C3=C(N=C4SCC(=O)N42)c2ccccc2CC3)cc1OC (configuration not stated),0.9,72,-6,-5,0.032,1,8,6,30
O=C(O)C1CCCN(S(=O)(=O)c2ccc(Cl)s2)C1 (configuration not stated),0.8,90,6,-6,0.24,0,3,-9,-13
